RORgamma inh: inhibitors of mouse ROR gamma transcriptional activity. AID 2551. actives 5.4% (n = 310,000). P51450. Potency, µM (doses to about 53.6 µM), without a hit: at the top dose activity change, negative = inhibition, hits mostly inhibitors. Drosophila S2 Gal4-RORgamma UAS-luciferase reporter, 20 h; note: potency is the fitted concentration of half-maximal effect; % is set by controls: 0 for no effect and ±100 for the full control effect; nearly all actives have a fitted effect of over 60% in size
Target sequence (P51450 whole entry, looked up, the tested form may be a part): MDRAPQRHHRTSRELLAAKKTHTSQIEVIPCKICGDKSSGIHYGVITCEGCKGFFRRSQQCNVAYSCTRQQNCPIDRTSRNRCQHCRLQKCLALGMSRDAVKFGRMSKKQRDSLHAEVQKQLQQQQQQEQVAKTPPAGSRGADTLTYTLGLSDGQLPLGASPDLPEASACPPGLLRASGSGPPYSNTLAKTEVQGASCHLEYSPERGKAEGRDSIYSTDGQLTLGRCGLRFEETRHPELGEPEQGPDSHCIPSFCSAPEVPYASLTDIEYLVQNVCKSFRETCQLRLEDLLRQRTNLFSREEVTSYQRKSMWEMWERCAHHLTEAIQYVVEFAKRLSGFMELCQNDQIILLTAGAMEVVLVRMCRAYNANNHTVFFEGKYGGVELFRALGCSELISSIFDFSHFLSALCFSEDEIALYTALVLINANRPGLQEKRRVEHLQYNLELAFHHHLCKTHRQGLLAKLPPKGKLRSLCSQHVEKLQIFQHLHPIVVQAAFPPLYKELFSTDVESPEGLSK
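Stable Schneider cell line, Gal4 DNA-binding domain fused to ROR gamma, UAS-luciferase. Cmpd 1 hr RT → CuSO4 700 uM final → 20 hr RT → luciferase reagent 10 min → luminescence.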
Giardia kill: kills Giardia lamblia | Giardia lamblia trophozoite viability | activity change, % at 7.66 µM, hits read low | actives 0.15% (n = 340,000) | AID 540267; in the data active = activity change below about -80%; inconclusive = between about -30% and that limit;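 note: parasites exposed to compound for two days anaerobically before the ATP read; % is set by controls: 0 for no effect and ±100 for the full control effect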
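Trophozoites 100 cells/well + cpd; 48 hrs, 37 deg C, anaerobic. ATPLite 1-Step added, 15-30 min RT, luminescence read (ATP-based viability).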
BRCA1 expr act: increases BRCA1 expression | MCF7-BRCA1-FFLuc reporter, luminescence, 48 h; response scale: scaled: vehicle 0%, 10 µM genistein 100% | Potency, µM (doses to about 46.1 µM), for the others: at the top dose activation, usual class: activators | actives 1.1% (n = 380,000) | AID 624202; note: potency is the fitted concentration of half-maximal effect; nearly all actives have a fitted effect of over 80% in size; some results filed as inactive show a strong effect at the top dose
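MCF7 cells carrying a BRCA1-firefly luciferase reporter (2000 cells/well, phenol-red free MEM) were attached for 2 h at 37 °C, then given compounds for 48 h. Luminescence was read 15 min after luciferase reagent; activity normalized to genistein (10 microM) and DMSO.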
VP16 counter: counter-screen for ROR gamma inhibitors: Gal4-VP16 reporter; actives 3.5% (n = 310,000); AID 2546; Potency, µM (highest dose often 53.6 µM), for the others: top-dose activity, negative = inhibition, most hits filed as inhibitors; Drosophila S2 Gal4-VP16 UAS-luciferase, luminescence, 20 h;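 note: Gal4-VP16 expression switched on by copper sulfate through the metallothionein promoter; potency is the fitted concentration of half-maximal effect; % is set by controls: 0 for no effect and ±100 for the full control effect; nearly all actives have a fitted effect of over 50% in size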
p53 reactivation: restores transcriptional activity of mutant p53 | H1299 p53-A138V BP100-luciferase reporter, luminescence, 24 h | AID 504706 | actives 0.063% (n = 320,000) | Potency, µM (titrated, usually from 92.2 µM), for inactives: at the top dose activity change, positive = activation, actives largely listed as activators; note: potency is the fitted concentration of half-maximal effect; % of control where 0% means no effect; nearly all actives have a fitted effect of over 45% in size
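H1299 (p53-null), stable ts p53-A138V + BP100-Luc; 1000 cells/well, Opti-MEM/10% FBS; cpd 4 pt, 1:5; 24 h, 37 deg C, 5% CO2; detection reagent 10 min RT; luminescence.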
FLuc counter: counter-screen for miR-21 project: firefly luciferase inhibitors or activators | purified FLuc, Km substrates, luminescence inhibition | Potency, µM (series often up to 57.5 µM), without a hit: top-dose activity change, negative = inhibition, usual class: inhibitors | P08659 | actives 6.9% (n = 360,000);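 note: potency is the fitted concentration of half-maximal effect; plate controls were vehicle for no effect and reference inhibitor for full effect; nearly all actives have a fitted effect of over 55% in size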
Target sequence (P08659 whole entry, looked up): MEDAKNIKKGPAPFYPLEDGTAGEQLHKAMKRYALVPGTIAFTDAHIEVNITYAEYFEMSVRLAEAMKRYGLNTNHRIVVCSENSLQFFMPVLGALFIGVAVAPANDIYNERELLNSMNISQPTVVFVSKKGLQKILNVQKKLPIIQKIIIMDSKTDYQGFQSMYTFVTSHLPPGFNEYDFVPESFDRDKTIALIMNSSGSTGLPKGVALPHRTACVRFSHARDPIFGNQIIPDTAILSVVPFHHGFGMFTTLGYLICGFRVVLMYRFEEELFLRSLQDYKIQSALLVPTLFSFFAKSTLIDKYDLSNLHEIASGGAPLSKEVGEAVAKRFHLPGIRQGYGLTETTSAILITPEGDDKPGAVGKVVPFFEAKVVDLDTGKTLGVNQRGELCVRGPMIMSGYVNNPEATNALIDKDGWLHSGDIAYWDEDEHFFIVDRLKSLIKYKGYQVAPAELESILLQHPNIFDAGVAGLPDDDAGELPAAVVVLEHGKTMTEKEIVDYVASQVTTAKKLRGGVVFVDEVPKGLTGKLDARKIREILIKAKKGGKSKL
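Purified P. pyralis luciferase, 10 nM final, with Km-level 10 uM D-luciferin and 10 uM ATP in 50 mM Tris acetate pH 7.5, 10 mM Mg acetate, 0.01% Tween-20, 0.05% BSA; 6-point qHTS titration about 60 µM downward; luminescence read.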
ELG1 genotox: induces genotoxicity in HEK293T cells with luciferase-tagged ELG1. AID 504466. HEK293T ELG1-luciferase reporter, luminescence, 16 h. Potency, µM (series often up to 46 µM), for the others: at the highest dose activity change, positive = activation, most hits filed as activators. actives 1.3% (n = 330,000); note: potency is the fitted concentration of half-maximal effect; % of control where 0% means no effect; nearly all actives have a fitted effect of over 60% in size
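Genotoxicity was scored as increased ELG1-luciferase reporter signal, measured by ONE-Glo luminescence (30 min, room temperature). Compound or vehicle exposure of the HEK293T reporter cells lasted 16 hr at 37°C.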
Menin-MLL TR inh: inhibitors of human menin-MLL interaction, mutant MLL peptide | O00255 | Menin + Texas Red MLL mutant peptide, fluorescence polarization | Potency, µM (doses to about 61.6 µM), for the others: at the top dose FP activity change, negative = inhibition, most hits filed as inhibitors | actives 0.23% (n = 270,000) | AID 1768; active = well fitted inhibition curve with a large enough effect in the polarisation, with a control signal flat, not every such curve was filed as active; inconclusive = small, poorly fitted or top-dose-only effect, or effect the other way, or a change in a side signal; inactive = no such curve, though single readings can be large or run the other way; the % refers to the polarisation; note: potency is the fitted concentration of half-maximal effect; % of control where 0% means no effect; many of its hits are not listed in these tables
PKM2 activator: PKM2 (human) enzyme activation; P14618; purified PKM2, Kinase-Glo ATP luminescence, activation; response scale: 0% is enzyme alone, no compound; Potency, µM (top dose mostly 57.5 µM), inactives show at the top dose activation, actives largely listed as activators; actives 0.34% (n = 260,000); note: potency is the fitted concentration of half-maximal effect; % is set by controls: 0 for no effect and ±100 for the full control effect; nearly all actives have a fitted effect of over 55% in size
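ATP formation by purified human PK-M2, quantified via coupled luciferase luminescence after 1 h at room temperature with 0.1 mM ADP and 0.5 mM PEP final.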
Rab9 promoter act: activators of Rab9 promoter; Huh7 Rab9 promoter-luciferase reporter, luminescence, 24 h; Potency, µM (doses to about 9.22 µM), inactives show at the top dose activation, negative = inhibition, hits mostly activators; actives 2.8% (n = 320,000); note: potency is the fitted concentration of half-maximal effect; % of control where 0% means no effect; nearly all actives have a fitted effect of over 60% in size
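Cell-based reporter: Huh7 stable for Rab9 promoter-driven luciferase, plated in reduced-serum medium with 10% FBS at 1500 cells/well, compound-treated 24 h at 37 °C, luminescence read after 10 min reagent.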
NPC1 prom act: NPC1 promoter activation; Huh7 NPC1 promoter luciferase reporter, 24 h; actives 2.4% (n = 320,000); Potency, µM (titrated, usually from 9.22 µM), inactives show at the highest dose activation, most hits filed as activators;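 note: potency is the fitted concentration of half-maximal effect; % of control where 0% means no effect; nearly all actives have a fitted effect of over 60% in size; reporter is driven by a mutant NPC1 promoter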
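Stably transfected Huh7 (NPC1 promoter→luciferase), 1500 cells/well in Opti-MEM + 10% FBS, 2 h settle, then compound 24 h at 37 °C. Luminescence after 10 min with Amplite reagent.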
Starred values were filed as active, the others as inactive; u = inconclusive; x = no result given; & = joins results of further samples; [ ] = remark or other dose. Unless noted, calls come from the whole dose curve; as a rule, active = well fitted curve in the direction sought with a large enough effect; inconclusive = small, poorly fitted or top-dose-only effect, or another doubt; inactive = no such curve, though single readings can be large; an effect the other way counts as inactive or inconclusive.

SMILES | RORgamma inh | Giardia kill | BRCA1 expr act | VP16 counter | p53 reactivation | FLuc counter | ELG1 genotox | Menin-MLL TR inh | PKM2 activator | Rab9 promoter act | NPC1 prom act
CCC(=O)Nc1ccc(C(=O)NNC(=O)c2ccc(Cl)cc2)cc1 | 10% | -3 | 26% | -3% | 10% | -4% | 2% | u | 3% | -3% | 0%
Nc1ncnc2nc(SCCc3ccccc3)[nH]c12 | u | 2 | 2% | -7% | 3% | 4% | -3% | -8% | 9% | 0% | -2%
CCOc1cccc(C(=O)NC2=NCCS2)c1 | u | -10 | u | -28% | 4% | 12µM* | u | 19% | -7% | 0.5µM* | 0.63µM*
COc1ccnc(Oc2ccc(F)cc2)c1C(=O)N/C=N/OCc1ccccc1 | 25% | 9 | 2% | 7% | -4% | -3% | -3% | 12% | -6% | -5% | 0%
CSc1cccc(N2CC(C(=O)N(Cc3nnc(-c4ccccc4Cl)o3)C3CC3)CC2=O)c1 (centres undefined) | u | 15 | -12% | -12% | -9% | -8% | -7% | x | 1% | 9% | 0%
CCN1CCN(C(=O)CN2C(=O)c3ccccc3S2(=O)=O)CC1 | x | 0 | 63% | x | 26% | u | u | x | x | 2.5µM* | u
CCN(CC)CCCN=C1N[C@@H](c2ccccc2)C(C(=O)OC)=C(C)N1CC | -24%&0% | u | -1% | -5%&6% | x | 0%&-1% | 1% | u | -2%&-9% | -7%&-5% | 3%&-1%
Cc1ccc(S(=O)(=O)NC(CC(C)C)C(=O)Nc2nccs2)cc1 (centres undefined) | 0% | -7 | -28% | -4% | 0% | 2% | -1% | -2% | -2% | 4% | 2%
O=C(CNC(=O)c1ccc(F)cc1)NCc1ccccn1 | x | 0 | -2% | x | -1% | 5% | -1% | x | x | -2% | -1%
O=C(NCCCCCNC(=O)c1ccccn1)c1ccccn1 | -10% | -12 | 24% | -4% | -3% | 4% | 0% | 4% | 5% | 1% | -10%
COc1cc(OC)cc(C(=O)NC(=S)Nc2ccc3oc(=O)ccc3c2)c1 | -40% | 32[activator] | 29% | -5% | 1% | 0% | 1% | x | x | -7% | -5%
CCOC(=O)C1CCN(CC(C)(C)NS(=O)(=O)c2ccccc2)CC1 | -34% | 18 | 4% | 0% | -3% | -1% | -3% | -8% | 3% | -7% | -3%
Cc1ccc(Cn2nc(C)c(C(=O)N3CCN(S(=O)(=O)/C=C/c4ccccc4)CC3)c2C)cc1 | x | -29 | -11% | x | -4% | 1% | -9% | x | x | -4% | -5%
COc1cccc(NC(=O)c2oc3ccccc3c2NC(C)=O)c1 | 2% | -14 | 3.5µM* | 3% | 25% | u | u | 2% | -2% | 3.5µM* | u
COc1ccc(N(CC(=O)NCc2ccco2)S(C)(=O)=O)c(OC)c1 | -10% | -9 | 0% | 4% | -5% | 1% | 2% | -7% | 19% | -7% | -1%
S=c1[nH]nc(C2CC2c2ccc(Cl)cc2)n1-c1ccc(Cl)cc1 (centres undefined) | 2.2µM* | 18 | -37% | u | 2% | -1% | -5% | 5% | 3% | 0% | -2%
COC(C[C@@H](O)[C@H](C)[C@@H](O)COCc1ccccc1)OC | 11% | 5 | 2% | 2% | 12% | 0% | 3% | x | 4% | -17% | -8%
O=C(NCc1ccccc1C(F)(F)F)C1CC(c2ccccc2[N+](=O)[O-])=NO1 (centres undefined) | 18% | -7 | -10% | -2% | -6% | 2% | 0% | -10% | -2% | 1% | 4%
c1ccc(SCc2nc3ccccc3s2)nc1 | -23% | -7 | 3.2µM* | u | u | 4.8µM* | u | 10% | x | 1.3µM* | 3.5µM*
CCn1c(Cc2ccccc2)nnc1SCC(=O)Nc1ccccc1F | 15% | 5 | -16% | 9% | 1% | -16% | -3% | -16% | -1% | 1% | -1%
OC(COCc1ccco1)CN1CCN(c2ccccc2)CC1 (centres undefined) | 1% | -17 | -16% | -13% | -1% | 1% | 0% | -2% | -3% | -1% | -1%
COC(=O)CSc1ccc2nnc(-c3ccc(OC)c(OC)c3)n2n1 | -5% | -1 | -5% | 5% | 4% | 3% | 5% | -4% | 1% | -1% | 1%
COc1ccc2oc(=N)c(C(=O)Nc3cccc(C)c3C)cc2c1 | 3.2µM* | 11 | u | -28% | 10% | 0.76µM* | u | u | -7% | 4.5µM* | 2.2µM*
Cc1cccc(N2CCN(C(=O)C3CCCCC3)CC2)c1C | -13% | 12 | -13% | 4% | -4% | 0% | -1% | u | 1% | -4% | 0%
CN(CC(=O)Nc1ccc(Cl)cc1)CC(=O)Nc1ccc(F)c(F)c1F | u | -13 | -12% | 17% | -15% | 1% | -2% | 6% | 6% | 0% | -1%

Next part:
SMILES | RORgamma inh | Giardia kill | BRCA1 expr act | VP16 counter | p53 reactivation | FLuc counter | ELG1 genotox | Menin-MLL TR inh | PKM2 activator | Rab9 promoter act | NPC1 prom act
C/C(=C\COc1ccc2ccc(=O)oc2c1)CC[C@@H](O)C(C)(C)O | x | -1 | 56% | x | u | -22% | 8% | x | x | 26% | 18%
CCn1c(=O)n(CC(=O)N(C)Cc2ccccc2)c(=O)c2ccccc21 | 25% | -12 | 8% | 1% | -16% | 1% | -3% | -6% | 5% | -4% | 6%
Fc1ccccc1/C=C/c1ccc2ccccc2n1 | -36%[10 µM] | -29 | -1% | u | x | 0.15µM* | 0.33µM* | 22% | -36% | 2.2µM* | 4µM*
COc1c(C)cc(S(=O)(=O)NC2CC(C)(C)NC(C)(C)C2)c(C)c1C | -2% | -9 | -5% | 6% | -14% | 4% | 7% | -11% | -16% | u | -3%
COC(=O)C1=C(C)NC(=S)NC1c1ccco1 (centres undefined) | -36% | 13 | -2% | -3% | -2% | 0% | 0% | 8% | 5% | 3% | 0%
O=C(NCc1ccc2c(c1)OCO2)C1CCN(S(=O)(=O)c2cccs2)CC1 | 1% | -2 | -4% | -7% | 8% | 0% | 0% | 1% | 8.9µM* | 10% | 6%
O=C(NC1CCCC1)C(c1ccncc1)N(C(=O)c1csnn1)C1CCCC1 (centres undefined) | 40% | -14 | -7% | 10% | -3% | -3% | 2% | -6% | 6% | -5% | 1%
O=C(Nc1ccc(Cl)c(S(=O)(=O)N2CCOCC2)c1)[C@@H]1CCCN1C(=O)c1cccs1 | x | -11 | -17% | x | 1% | -3% | -3% | x | x | -2% | 1%
COc1ccc(/C=N/NC(=O)c2ccc(Cn3cc([N+](=O)[O-])cn3)o2)cc1O | 43% | 5 | 6% | -4% | 5% | -6%[2.3 µM] | 0% | -9% | 3% | 0% | 6%
Cc1cccc(C(=O)NCc2nnc(SC(C)C(=O)Nc3nnc(C)s3)n2C)c1 (centres undefined) | x | 13 | 30% | x | 7% | 0% | 2% | x | x | -2% | 11%
CCOC(=O)C1(Cc2cccc(OC)c2)CCN(Cc2cnc(C)s2)CC1 | -4% | 11 | -33% | -19% | 2% | 2% | -8% | u | 11% | -2% | 1%
O=C1C2C3C=CC(C3=C(c3ccccc3)c3ccccc3)C2C(=O)N1Cc1ccccc1 (centres undefined) | 1% | 17 | -42% | -5% | 5% | -2% | 2% | -2% | -1% | 0% | 0%
Cc1cc(C)n(C2CC(=O)N(c3cc(Cl)cc(Cl)c3)C2=O)n1 (centres undefined) | 3% | -2 | 3% | 1% | 1% | 5% | -2% | x | 1% | 0% | 0%
COc1ccc(Cl)cc1N(CC(=O)NCCSc1ccccn1)S(=O)(=O)c1ccccc1 | 23% | 2 | -14% | -8% | -2% | 3% | -16% | -1% | 1% | -6% | -1%
O=C1NCCN1CCNS(=O)(=O)c1ccc(F)cc1 | -23% | -12 | -12% | 0% | 3% | -1% | -2% | 11% | 0% | -12% | -1%
CNC(=S)N1CCN(c2ccccn2)CC1 | -9% | 7 | -5% | -9% | 8% | 0% | 2% | -5% | -4% | 1% | -1%
COC(=O)CN(c1ccc(OC)cc1)S(=O)(=O)c1ccc(OC)c(OC)c1 | 28% | -14 | 29% | 4% | 8% | 6% | 0% | 4% | 16% | -13% | 0%
C=CCNC(=S)NNC(=O)c1cc(Cl)ccc1OC | 27% | -20 | -60% | -14% | 1% | -1% | 0% | x | 15% | 15% | 10%
Cc1c(N=C2C=CC(=O)c3ccccc32)c(=O)n(-c2ccccc2)n1C | -28% | 7 | -94% | -13% | u | u | -4% | u | 14% | -12% | -19%

Some of the compounds tested; count on the stated rates, not on these rows.
